Bioassay records deposited in PubChem BioAssay by National Center for Advancing Translational Sciences (NCATS).
KDM5B inh: KDM5B demethylase inhibition. AID 1347165. 2.6% of 220,000 active. Q9UGL1. Potency, µM (titrated, usually from 57.7 µM), without a hit: top-dose activity change, negative = inhibition, hits mostly inhibitors. KDM5B demethylase, FDH-coupled NADH fluorescence (FDH is formaldehyde dehydrogenase); active means well fitted inhibition curve with a large enough effect; inconclusive means small, poorly fitted or top-dose-only effect; inactive means no such curve, though single readings can be large or run the other way; further: 0% is about no effect; nearly all actives have a fitted effect of over 70% in size
Target sequence (Q9UGL1 whole entry, looked up): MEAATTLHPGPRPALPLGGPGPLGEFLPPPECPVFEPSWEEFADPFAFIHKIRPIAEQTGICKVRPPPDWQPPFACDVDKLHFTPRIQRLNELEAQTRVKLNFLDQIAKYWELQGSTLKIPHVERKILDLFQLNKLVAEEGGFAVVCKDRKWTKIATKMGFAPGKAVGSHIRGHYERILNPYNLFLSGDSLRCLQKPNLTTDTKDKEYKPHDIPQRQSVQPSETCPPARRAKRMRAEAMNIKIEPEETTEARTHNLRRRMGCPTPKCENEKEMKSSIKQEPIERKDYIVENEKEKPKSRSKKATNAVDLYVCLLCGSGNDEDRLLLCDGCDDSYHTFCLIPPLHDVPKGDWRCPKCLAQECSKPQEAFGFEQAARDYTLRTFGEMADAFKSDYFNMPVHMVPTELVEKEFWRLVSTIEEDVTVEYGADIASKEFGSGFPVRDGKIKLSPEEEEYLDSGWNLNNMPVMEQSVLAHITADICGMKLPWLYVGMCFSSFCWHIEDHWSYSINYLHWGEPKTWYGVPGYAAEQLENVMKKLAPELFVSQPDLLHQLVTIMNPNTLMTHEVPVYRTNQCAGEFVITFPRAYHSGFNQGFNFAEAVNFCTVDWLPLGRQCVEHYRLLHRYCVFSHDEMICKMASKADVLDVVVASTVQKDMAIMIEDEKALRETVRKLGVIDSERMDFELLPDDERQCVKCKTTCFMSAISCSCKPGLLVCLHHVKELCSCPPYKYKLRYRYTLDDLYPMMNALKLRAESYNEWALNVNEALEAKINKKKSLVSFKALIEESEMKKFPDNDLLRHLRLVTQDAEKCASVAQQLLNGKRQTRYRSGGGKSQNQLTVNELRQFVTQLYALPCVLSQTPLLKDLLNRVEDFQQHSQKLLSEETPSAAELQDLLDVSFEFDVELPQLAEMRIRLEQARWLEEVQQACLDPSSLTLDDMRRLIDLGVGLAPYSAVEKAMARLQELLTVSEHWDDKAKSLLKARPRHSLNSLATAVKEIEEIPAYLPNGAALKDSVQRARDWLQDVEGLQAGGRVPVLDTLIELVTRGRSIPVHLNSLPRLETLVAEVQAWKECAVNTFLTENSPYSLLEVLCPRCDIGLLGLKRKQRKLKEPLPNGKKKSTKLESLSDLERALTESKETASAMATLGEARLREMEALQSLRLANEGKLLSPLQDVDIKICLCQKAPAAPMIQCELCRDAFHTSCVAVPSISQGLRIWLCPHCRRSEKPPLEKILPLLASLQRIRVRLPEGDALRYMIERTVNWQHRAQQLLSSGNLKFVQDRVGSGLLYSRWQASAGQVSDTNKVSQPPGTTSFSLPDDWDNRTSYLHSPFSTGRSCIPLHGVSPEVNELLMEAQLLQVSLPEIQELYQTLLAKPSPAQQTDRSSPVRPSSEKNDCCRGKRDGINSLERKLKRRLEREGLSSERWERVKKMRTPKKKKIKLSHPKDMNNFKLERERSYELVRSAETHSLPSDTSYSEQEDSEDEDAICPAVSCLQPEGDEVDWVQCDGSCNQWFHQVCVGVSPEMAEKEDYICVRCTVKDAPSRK
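Here, H3K4me3 peptide (12.5 µM in substrate mix) is demethylated by KDM5BΔAP, 200 nM final, after 10 min compound exposure. Formaldehyde product is coupled through FDH (0.25 U/mL in mix) to NADH fluorescence; 30-min ΔRFU feeds dose-response curves.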
Active calls of the source: *; i = inactive; ? = inconclusive; [ ] = remark or other dose. Potency means the concentration at half of the fitted maximal effect. Some of the compounds tested; the hit share may differ from the screen's.

1) O=C(Nc1ccccc1)N(Cc1ccc2c(c1)OCO2)C1CCN(Cc2ccccc2)CC1
  KDM5B inh: -8%
2) Cc1ccc(-n2nnnc2C2(N)CCCCC2)cc1
  KDM5B inh: -2%
3) Cc1cc(C)c2c(CCN)c(C)[nH]c2c1
  KDM5B inh: ?
4) O=C(NCc1ccccc1)[C@H]1CN2CC[C@H]1C[C@@H]2Cn1cc(CO)nn1
  KDM5B inh: 1%[86.2 µM]
5) CCC(CC)C(=O)N1CCC2(CC1)NCc1ccccc1-n1ccnc12
  KDM5B inh: 16%
6) CCOc1cc(CNC2CN3CCC2CC3)ccc1OCc1ccccc1Cl (centres undefined)
  KDM5B inh: -5%
7) COc1ccc(C(=O)Nc2ccc(Cl)cc2C(=O)c2ccccc2)c(OC)c1
  KDM5B inh: -3%
8) O=[N+]([O-])c1cccc2cccnc12
  KDM5B inh: 27%
9) Cc1nc(-c2ccccc2Br)cc([C@H]2CN3CC[C@H]2C[C@@H]3CNC(=O)Nc2ccc(Cl)cc2)n1
  KDM5B inh: -20%
10) Cc1cccc(-n2c(O)c(/C=N/NC(=O)c3ccncc3)c(=O)[nH]c2=O)c1
  KDM5B inh: ?
11) COc1cc2c(cc1OCc1ccccc1)NC(=O)C21CCN(Cc2cccc(O)c2)CC1
  KDM5B inh: -12%
12) O=C1Nc2ccccc2C12CCN(CC1CC1)CC2
  KDM5B inh: 25%[230 µM]
13) CN(CCc1ccccn1)C[C@H]1CN2CC[C@H]1C[C@@H]2CNS(=O)(=O)c1ccccc1
  KDM5B inh: -6%[86.2 µM]
14) Clc1ccccc1NC1=NCCCS1
  KDM5B inh: 30%
15) COc1ccc(-c2cc([C@H]3CN4CC[C@H]3C[C@@H]4CNC(=O)Nc3ccccc3)n(C)n2)cc1OC
  KDM5B inh: -6%

Sorted by molecular weight (rising): 14 of the compounds above.
8) O=[N+]([O-])c1cccc2cccnc12
  KDM5B inh: 27%
3) Cc1cc(C)c2c(CCN)c(C)[nH]c2c1
  KDM5B inh: ?
14) Clc1ccccc1NC1=NCCCS1
  KDM5B inh: 30%
12) O=C1Nc2ccccc2C12CCN(CC1CC1)CC2
  KDM5B inh: 25%[230 µM]
2) Cc1ccc(-n2nnnc2C2(N)CCCCC2)cc1
  KDM5B inh: -2%
5) CCC(CC)C(=O)N1CCC2(CC1)NCc1ccccc1-n1ccnc12
  KDM5B inh: 16%
10) Cc1cccc(-n2c(O)c(/C=N/NC(=O)c3ccncc3)c(=O)[nH]c2=O)c1
  KDM5B inh: ?
7) COc1ccc(C(=O)Nc2ccc(Cl)cc2C(=O)c2ccccc2)c(OC)c1
  KDM5B inh: -3%
6) CCOc1cc(CNC2CN3CCC2CC3)ccc1OCc1ccccc1Cl (centres undefined)
  KDM5B inh: -5%
13) CN(CCc1ccccn1)C[C@H]1CN2CC[C@H]1C[C@@H]2CNS(=O)(=O)c1ccccc1
  KDM5B inh: -6%[86.2 µM]
1) O=C(Nc1ccccc1)N(Cc1ccc2c(c1)OCO2)C1CCN(Cc2ccccc2)CC1
  KDM5B inh: -8%
11) COc1cc2c(cc1OCc1ccccc1)NC(=O)C21CCN(Cc2cccc(O)c2)CC1
  KDM5B inh: -12%
15) COc1ccc(-c2cc([C@H]3CN4CC[C@H]3C[C@@H]4CNC(=O)Nc3ccccc3)n(C)n2)cc1OC
  KDM5B inh: -6%
9) Cc1nc(-c2ccccc2Br)cc([C@H]2CN3CC[C@H]2C[C@@H]3CNC(=O)Nc2ccc(Cl)cc2)n1
  KDM5B inh: -20%

Next structures follow.
16) Cc1ccc(CN2CC[C@H]3CC[C@@H](C2)N3)s1
  KDM5B inh: 59%[activator]
17) CC[C@H]1CN2CC[C@H]1C[C@@H]2CNCc1cc2ccccc2o1
  KDM5B inh: 14%[86.2 µM]
18) Cc1ccccc1-n1nc(C)c2c1NC(=O)CSC2c1ccc(Cl)cc1 (centres undefined)
  KDM5B inh: -23%
19) CC(=O)Nc1ccc(S(=O)(=O)NC[C@H]2C[C@@H]3CCN2C[C@@H]3c2cc(-c3ccc(N(C)C)cc3)nc(C)n2)cc1
  KDM5B inh: 20µM*
20) CNC(=O)NC(=O)COC(=O)c1cn(C)c2ccccc12
  KDM5B inh: -1%
21) Cc1nc(-c2cccs2)cc([C@H]2CN3CC[C@H]2C[C@@H]3CNS(C)(=O)=O)n1
  KDM5B inh: ?
22) O=C(Nc1ccc(=O)n2c1[C@@H]1C[C@@H](CN(C(=O)Nc3ccc(F)cc3)C1)C2)c1ccco1
  KDM5B inh: -19%
23) CC(C)CN1Cc2ccccc2-n2ccnc2C12CCN(C(=O)c1ccoc1)CC2
  KDM5B inh: 7%
24) COc1ccc(OCC(=O)N2CCN(CCc3ccccn3)CC2)cc1
  KDM5B inh: 15%[11.5 µM]
25) O=[S+]1([O-])NC2(CCN(CC3CCOCC3)C2)COc2ccncc21 (centres undefined)
  KDM5B inh: ?
26) O=C1CC2(CCN(Cc3ccccn3)C2)Nc2ccccc2N1 (centres undefined)
  KDM5B inh: 10%[149 µM]
27) O=C(N/N=C/c1c(O)n(-c2ccccc2)c(=S)[nH]c1=O)c1ccccc1
  KDM5B inh: ?
28) CN1CCN(C(=O)COc2ccc3c(=O)c(-c4ccccc4)coc3c2)CC1
  KDM5B inh: 0%
29) COc1cc(C(c2c(O)c3ccccc3oc2=O)c2c(C)n(C)n(-c3ccccc3)c2=O)ccc1O (centres undefined)
  KDM5B inh: -26%
30) Cc1oc2cc(OCC(=O)N3CCN(C)CC3)ccc2c(=O)c1Oc1ccccc1
  KDM5B inh: 4%

31) COc1ccccc1CNCCc1c[nH]c2ccccc12
  KDM5B inh: -14%
32) CCCCC(CC)COCCCN=Cc1c(O)[nH]c(=S)[nH]c1=O (centres undefined)
  KDM5B inh: 11%
33) C[C@]12CCC3C(CCC4=C/C(=N/OCC(=O)NC(CCC(N)=O)C(=O)O)CC[C@@]43C)C1CCC2O (some centres undefined)
  KDM5B inh: 26%
34) N#CC1(c2ccccc2)CCN(C(=O)c2cn(CC3CCCNC3)nn2)CC1 (centres undefined)
  KDM5B inh: -31%
35) COc1ccc(C(=O)NC[C@H]2C[C@@H]3CCN2C[C@@H]3c2cc(C3CCCCC3)nn2C)cc1
  KDM5B inh: 13%
36) COc1cc(CNC2CN3CCC2CC3)cc(Cl)c1OCc1ccccc1 (centres undefined)
  KDM5B inh: -8%
37) Cc1ccc(S(=O)(=O)NC[C@H]2C[C@@H]3CCN2C[C@@H]3CN(C)CCc2ccccn2)cc1
  KDM5B inh: -10%
38) CC(C)NC(=O)NC[C@H]1C[C@@H]2CCN1C[C@@H]2c1cc(-c2ccc3ccccc3c2)nn1C
  KDM5B inh: 10%[86.2 µM]
39) O=C(c1ccccc1)N1C[C@@H]2C[C@H](C1)c1ccc(-c3ccc(Cl)cc3)c(=O)n1C2
  KDM5B inh: i
40) COc1ccc(OCC(=O)N2CCN(Cc3cccc(OC)c3OC)CC2)cc1
  KDM5B inh: ?

3 entries from above, ordered by heavy-atom count, highest first.
33) C[C@]12CCC3C(CCC4=C/C(=N/OCC(=O)NC(CCC(N)=O)C(=O)O)CC[C@@]43C)C1CCC2O (some centres undefined)
  KDM5B inh: 26%
35) COc1ccc(C(=O)NC[C@H]2C[C@@H]3CCN2C[C@@H]3c2cc(C3CCCCC3)nn2C)cc1
  KDM5B inh: 13%
32) CCCCC(CC)COCCCN=Cc1c(O)[nH]c(=S)[nH]c1=O (centres undefined)
  KDM5B inh: 11%
